ERp5 inh – ERp5 (human) disulfide isomerase inhibition; AID 651711; ERp5 insulin aggregation, absorbance 650 nm, 90 min; 350,000 compounds, 0.05% hits; Q15084; inhibition, % at 9.99 µM;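 active = mean replicate inhibition above about 25%, with every replicate also reaching it, limit read from the data, passing the limit was not always enough; inconclusive = only one of those two criteria met; inactive = neither criterion met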
Target sequence (Q15084 whole entry, looked up): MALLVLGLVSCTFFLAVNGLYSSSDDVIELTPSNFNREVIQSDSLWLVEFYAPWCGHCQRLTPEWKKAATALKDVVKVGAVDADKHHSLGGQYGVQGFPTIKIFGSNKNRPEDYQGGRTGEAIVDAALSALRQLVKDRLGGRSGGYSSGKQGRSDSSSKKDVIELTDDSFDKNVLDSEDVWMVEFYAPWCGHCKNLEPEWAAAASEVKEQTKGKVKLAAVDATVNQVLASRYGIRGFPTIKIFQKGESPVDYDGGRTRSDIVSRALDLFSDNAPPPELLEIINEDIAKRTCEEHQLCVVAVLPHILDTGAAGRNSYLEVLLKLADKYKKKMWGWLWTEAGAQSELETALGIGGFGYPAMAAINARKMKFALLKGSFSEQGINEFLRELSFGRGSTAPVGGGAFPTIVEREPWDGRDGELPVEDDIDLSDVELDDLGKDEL
CFTR F508del cor – correctors of CFTR F508del function in bronchial epithelial cells | AID 720511 | CFBE cells, YFP halide quenching; stimulated with forskolin plus potentiator P3; % fluorescence drop versus neutral controls | 350,000 compounds, 0.36% hits | activity (quench increase), % at 7.58 µM;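 active = mean added fluorescence quench of at least 8% versus neutral control, with both replicates also reaching 8%; inconclusive = only one of the mean or replicate conditions met; inactive = mean below 8% and not both replicates reaching 8%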;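 note: cells transiently co-express mutant CFTR-F508del with the halide-sensitive YFP; corrector assay measuring rescue of mutant channel to the surface after 24 h compound exposure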
EWS-Fli inh – inhibitors of EWS/Fli oncoprotein transcriptional activity | A673 NR0B1-luciferase reporter, viability-normalised | 350,000 compounds, 0.67% hits | inhibition, % at 12.6 µM | AID 651661;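 active = mean inhibition of at least 50% after viability correction, with every replicate also passing that limit; inconclusive = mean reaches 50% but only one of two replicates passes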;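 note: firefly luciferase signal divided by Alamar Blue viability fluorescence both relative to DMSO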
DENV2 CPE rescue – DENV2-induced cell death inhibition; DENV2-infected cells, cytopathic effect rescue, plate reader; CPE inhibition, % at 9.99 µM; 350,000 compounds, 1.7% hits; AID 651640; in the data active = CPE inhibition above about 20%, passing the limit was not always enough; inconclusive = no clear call, values can overlap the other calls; tested in BHK-21 cells;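 note: 0% = median of neutral control wells and 100% = median of positive control wells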
INS-1E GSIS act – GLuc luminescence reporter in INS-1E cells, primary screen for activators of glucose-dependent secretion of insulin | AID 743287 | 370,000 compounds, 0.61% hits | INS-1E GLuc reporter insulin secretion, 2-3 h | activation, % at 16.6 µM;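 active = lowest replicate activation of at least 40%, so every replicate reaches that level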;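 note: 0% = median of neutral control wells and 100% = median of IBMX positive control wells; some compounds called inactive have numbers as strong as hits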
PAX8 reporter – inhibitors of PAX8 transcriptional activity in RMG-I cells; 360,000 compounds, 1.2% hits; RMG-I TPO-luciferase reporter, SteadyGlo, 24 h; inhibition, % at 12.6 µM; AID 652154;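 active = mean replicate inhibition at least 60% with every replicate also reaching 60%; inconclusive = only one of the two criteria is met; inactive = mean below 60% and not all replicates reaching 60%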;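 note: luciferase light reporting Pax8 driven TPO promoter activity; plate controls were median of neutral control wells for no effect and mitoxantrone controls for full effect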
ARNT-TACC3 inh – disrupts binding between human ARNT and TACC3; Q9Y6A5; 390,000 compounds, 0.66% hits; AlphaScreen His-ARNT PAS-B/GST-TACC3 binding, luminescence; TACC3 fragment carries E629A point mutation; inhibition, % at 9.99 µM;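 active = mean inhibition of replicates at least 50% and at least half of replicates each reaching 50%; inconclusive = half or more replicates reach 50% but mean below 50%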;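 note: 0% = complete ARNT plus TACC3 wells and 100% = ARNT alone without TACC3; many hits fall short of the cut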
Xi reactivation – reactivates the inactive X chromosome in mouse fibroblasts. AID 743238. activation, % at 7.58 µM. 360,000 compounds, 0.055% hits. XiGFP mouse fibroblasts, % GFP-positive cells imaging, 3 d; cells co-treated with 5-aza-dC sensitizer; scaled so ellipticine positive control = 100%;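 active = mean normalized replicate activation at least 10% and every replicate at or above 10%; inconclusive = only one of the two criteria met; inactive = mean below 10% and not all replicates reach 10%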;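 note: 0% = median of on-plate neutral control wells and 100% = ellipticine 6 µM median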
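Assay system: SV40-immortalized XiGFP fibroblast cells, line 68-5-11; buffer or medium: DMEM plus 5-aza-dC sensitizer; compound: one concentration, pinned; timing: compounds 3 days, fix/stain 15 min at room temperature; benchmarks: positive control ellipticine, 6 µM final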
Active calls of the source: *; ? = inconclusive; nt = no result given. Not a hit list. About 4.2% of those tested had a hit in this group.

SMILES	ERp5 inh	CFTR F508del cor	EWS-Fli inh	DENV2 CPE rescue	INS-1E GSIS act	PAX8 reporter	ARNT-TACC3 inh	Xi reactivation
Nc1nc(CCl)nc(Nc2ccccc2)n1	4	-3.2	34	-2	4	88*	-4	0.3
CCC(=O)Nc1ccc2c(c1)OC[C@@H](C)N(C(=O)Cc1ccccn1)C[C@@H](C)[C@@H](OC)CN(C)C2=O	-2	-3.6	-6	-2	1	nt	-2	0.1
C[C@H](CO)N1C[C@H](C)[C@H](CN(C)S(=O)(=O)c2cccs2)Oc2ccc(NS(=O)(=O)c3cccs3)cc2C1=O	nt	-0.9	1	nt	-2	-10	nt	0.2
Cc1noc(C)c1S(=O)(=O)Nc1cccc2c1O[C@H](CN(C)Cc1ccc(C(F)(F)F)cc1)[C@H](C)CN([C@@H](C)CO)C2=O	-1	3.6	-17	-1	2	10	-5	0.1
C[C@@H]1CN([C@H](C)CO)C(=O)Cc2cc(NC(=O)CCC(F)(F)F)ccc2O[C@@H]1CN(C)C	-4	0.4	7	4	3	12	-6	-1.2
CN(C)S(=O)(=O)c1cccc(COC(=O)c2cccnc2Cl)c1	0	-2.5	5	0	-12	-5	-7	8.5
Cc1cc(CNC(=O)C2CCC(=O)N(CCc3cccc(F)c3)C2)nn1C (stereo not drawn)	1	-1.6	-3	?	4	-21	-2	0.1
c1ccc(COCCN2CCN(CCOCc3ccccc3)CC2)cc1	-3	0.8	-6	-4	-29	nt	-2	nt
O=C(C[C@H]1CC[C@H]2[C@@H](COC[C@H](O)CN2C(=O)Nc2cccc(F)c2)O1)NCc1ccccc1F	1	-0.8	-24	-5	-9	-52	-18	0.2
Cc1c(C)c2ccc(OCC(=O)N(C)C3CCS(=O)(=O)C3)c(C)c2oc1=O (stereo not drawn)	9	-0.8	0	-2	29	-4	-13	0.1
CC(=O)N1CCc2cc(S(=O)(=O)NC(C(=O)NC(C)c3ccccc3)C(C)C)ccc21 (stereo not drawn)	3	-1.3	nt	7	-10	6	5	-0.1
C[C@@H]1CN([C@H](C)CO)C(=O)Cc2cc(NC(=O)Nc3ccc(C(F)(F)F)cc3)ccc2O[C@H]1CN(C)S(=O)(=O)c1ccc(F)cc1	nt	1.3	-1	nt	14	9	nt	-0.6
CCC(=O)N[C@H]1CC[C@@H](CC(=O)NCc2cc(F)cc(F)c2)O[C@H]1CO	0	-0.6	-1	6	4	0	-3	-0.1
CNC(=O)CN(CCc1ccccc1)S(=O)(=O)c1ccc(OC)cc1	4	-0.9	-3	1	8	1	-9	0.1
Cn1c(=O)n(CC(=O)NCC2CCCO2)c(=O)c2c3c(sc21)COC(C)(C)C3 (stereo not drawn)	0	1.3	-6	-2	8	-3	-8	0.0
COc1ccc(S(=O)(=O)N(C)c2ccc(C(=O)N3CCCCC3)cc2)cc1OC	-1	3.0	3	5	-14	25	2	-0.1
CC1CCN(C(=O)COC(=O)Cc2c[nH]c3ccccc23)CC1	-5	1.8	9	9	8	-13	-9	-0.1
CCCC(=O)Nc1ccc2c(c1)C(=O)N(C)[C@H]1CC[C@@H](CC(=O)NCC(F)(F)F)O[C@H]1CO2	nt	-2.7	-7	0	11	9	-6	0.1
CC(C)NC(=O)Nc1ccc2c(c1)C(=O)N([C@@H](C)CO)C[C@@H](C)[C@H](CN(C)C(=O)CCC(F)(F)F)OCCCC[C@H](C)O2	2	-0.5	nt	8	12	-8	-8	0.1
CCCCCCCC(=O)N/N=C/c1ccncc1	-13	-2.0	-1	4	16	-17	-4	0.0
O=C1c2ccc(Cl)cc2S(=O)(=O)c2cccc(C(=O)N3CCN(c4ncc(Br)cn4)CC3)c21	3	-2.6	1	-8	-6	-5	-5	-0.1
CC(C)(C)OC(=O)C[C@@H]1C/C=C\C[C@@H](CC(=O)N[C@@H](CO)Cc2ccccc2)C(=O)N2CCC[C@@H]2COC1=O	2	-1.9	-3	8	nt	-18	-4	0.0
O=C(O)c1cc(S(=O)(=O)N(Cc2ccccc2)c2ccccc2Cl)ccc1Cl	1	4.7	11	5	15	23	-6	0.0
COc1ccc(S(=O)(=O)N2CC[C@@H]3[C@H]2c2cc(C#Cc4cccc(OC)c4)ccc2N[C@@H]3CO)cc1	-6	1.4	-1	-1	-12	-3	13	0.1
CC(=NNC(N)=O)C1CC2CCC1CC2 (stereo not drawn)	-2	2.3	4	11	nt	58	nt	0.3

Overlap with the part before: 2 entries, followed by the next part.
SMILES	ERp5 inh	CFTR F508del cor	EWS-Fli inh	DENV2 CPE rescue	INS-1E GSIS act	PAX8 reporter	ARNT-TACC3 inh	Xi reactivation
COc1ccc(S(=O)(=O)N2CC[C@@H]3[C@H]2c2cc(C#Cc4cccc(OC)c4)ccc2N[C@@H]3CO)cc1	-6	1.4	-1	-1	-12	-3	13	0.1
CC(=NNC(N)=O)C1CC2CCC1CC2 (stereo not drawn)	-2	2.3	4	11	nt	58	nt	0.3
CC1CCCCN1S(=O)(=O)c1ccc2c(c1)C(C)(C)C(=O)N2C (stereo not drawn)	-5	-0.8	-10	-1	-3	2	-1	0.8
O=C(c1ccccc1)n1c(=O)cc[nH]c1=O	1	1.9	-9	0	18	14	-5	-0.2
CC(=O)N1[C@H](C)C=C[C@]1(Cc1ccccc1)C(=O)NCc1cc(F)cc(C(F)(F)F)c1	-1	-1.4	-12	8	-33	7	0	0.0
C[C@H](CO)N1C[C@H](C)[C@H](CN(C)Cc2ccc(C(=O)O)cc2)Oc2ccc(NC(=O)CCC(F)(F)F)cc2CC1=O	0	-0.5	1	1	21	-8	-3	-0.6
COc1ccc(S(=O)(=O)Nc2ccc3c(c2)C(=O)N([C@H](C)CO)C[C@H](C)[C@H](CN(C)S(=O)(=O)c2cn(C)cn2)O3)cc1	0	-1.7	-7	0	-7	nt	5	0.1
COc1ccccc1-c1ccccc1[C@H]1[C@@H](C#N)N(C(=O)C2CC2)[C@@H]1CO	0	3.8	-6	-4	29	-2	nt	0.2
CC(C)C#Cc1ccc2c(c1)O[C@H](CN(C)S(=O)(=O)c1cn(C)cn1)[C@@H](C)CN([C@H](C)CO)S2(=O)=O	2	0.3	11	-4	-6	-24	10	0.1
COc1ccc(C(=O)C2CCCN(Cc3cn[nH]c3-c3ccccc3)C2)cc1OC (stereo not drawn)	-5	2.4	-6	-2	17	13	-12	0.1
O=C(COc1ccc([N+](=O)[O-])cc1)Nc1cccnc1	2	0.0	-6	-9	2	-19	-12	0.1
O=C1CCC(C(=O)Nc2cc(C(F)(F)F)ccc2-n2cncn2)=NN1	0	3.6	nt	-9	7	-20	16	0.0
COc1cc(C(=O)NCC(=O)N/N=C/c2ccc(-c3cccc([N+](=O)[O-])c3)o2)cc(OC)c1OC	1	2.6	13	-2	-9	9	-2	0.0
COc1ccc(/C=N/NC(=O)c2ccc(O)cc2)cc1CN1CCCc2ccccc21	nt	nt	nt	nt	3	5	6	0.0
O=C(Nc1ccc(C(F)(F)F)cc1)N[C@H]1CC[C@H](CCn2cc(C3(O)CCCC3)nn2)O[C@H]1CO	1	1.3	6	-1	-9	31	1	0.3
C[C@@H]1CN([C@H](C)CO)C(=O)c2cc(NC(=O)CCC(F)(F)F)ccc2O[C@@H](C)CCCCO[C@H]1CN(C)C(=O)c1ccncc1	nt	-1.7	-7	-2	-6	-11	-2	0.0
Cc1nc2sc(C(c3ccccc3)N3CCN(C)CC3)c(O)n2n1 (stereo not drawn)	-3	2.6	12	0	nt	10	-1	0.0
CCN1C(=O)[C@H]2[C@@H](c3ccc(-c4ccc(OC)cc4)cc3)N3CCCC[C@@]3(C(=O)OC)[C@H]2C1=O	-1	2.1	10	0	-6	33	8	0.0
O=C(Cc1ccccn1)NCC[C@@H]1CC[C@@H](NC(=O)Nc2ccc(C(F)(F)F)cc2)[C@@H](CO)O1	5	7.7	-14	-1	-1	69*	-10	0.1
Cc1noc(C)c1S(=O)(=O)N(C)C[C@H]1OCCCC[C@@H](C)Oc2ccc(NC(=O)Nc3ccc4c(c3)OCO4)cc2C(=O)N([C@@H](C)CO)C[C@H]1C	nt	-1.2	10	86*	-11	12	27	0.4
CO[C@@H](CN(C)Cc1ccc2c(c1)OCO2)[C@@H](C)CN(C(=O)c1ccccc1)[C@@H](C)CO	-2	1.7	-6	5	-1	nt	16	0.2
N#Cc1ccc(C(=O)N2CCN(c3ncccn3)CC2)cc1	1	nt	4	15	11	20	-4	0.0
CC(c1ccc2c(c1)OCO2)n1c(=S)[nH]c2ccccc2c1=O (stereo not drawn)	3	2.2	5	1	-38	-5	26	-0.1
COc1ccc(NC(=O)N(C)C[C@@H]2OCCCC[C@H](C)Oc3ccc(NC(=O)c4ccncc4)cc3C(=O)N([C@@H](C)CO)C[C@H]2C)cc1	nt	3.2	5	-2	9	-10	14	0.1
Cc1nc(-c2cc(-c3nc(-c4cc(C(F)(F)F)cc(C(F)(F)F)c4)no3)no2)cs1	1	4.2	4	-4	-11	-29	nt	0.0
Cc1noc(C)c1CSCC(=O)Oc1ccc(N(C)S(=O)(=O)c2ccccc2)cc1	13	2.1	0	-1	14	-17	-7	0.1
COC(=O)C[C@H]1CC[C@@H]2[C@H](COc3ccc(NS(=O)(=O)c4cccc(F)c4)cc3C(=O)N2C)O1	0	1.1	11	7	-3	7	2	0.2
Continuation.
SMILES	ERp5 inh	CFTR F508del cor	EWS-Fli inh	DENV2 CPE rescue	INS-1E GSIS act	PAX8 reporter	ARNT-TACC3 inh	Xi reactivation
c1ccc2c(-c3cc(NCc4ccncc4)n4nccc4n3)cccc2c1	3	-1.1	-3	-3	17	-19	nt	-0.1
CC=Cc1ccc2n(c1=O)C[C@@H]1[C@@H](CO)[C@H](C(=O)NCc3ccncc3)N(Cc3ccncc3)[C@H]21 (mixture of isomers)	5	-0.7	-4	1	5	-2	4	0.1
Cc1ccnc(NC(=O)CCC(=O)c2cc(C)sc2C)c1	2	0.2	-23	-5	-2	-3	-4	0.3
COc1ccc(C(=O)OCC(=O)NCCN2C(=O)CSC2=O)cc1[N+](=O)[O-]	2	-0.2	4	-1	-1	nt	-3	-0.1
COc1cccc(C(c2c(NC(=O)c3ccco3)sc(C)c2C)N2CCOCC2)c1 (stereo not drawn)	-3	-1.6	-5	?	nt	-2	-11	-0.1
CCOc1ccc(OCCn2nnc3ccccc3c2=O)cc1	5	-3.9	-68	10	-7	-127	0	0.1
COc1cccc(-c2ccc(SCC(=O)c3ccccc3)nn2)c1	1	3.2	-21	7	21	-18	-4	0.0
C[C@@H]1CN([C@H](C)CO)C(=O)Cc2cc(N(C)C)ccc2O[C@H]1CN(C)C(=O)Nc1cccc2ccccc12	1	3.5	3	-7	-13	3	-3	-0.7
CN(C)C(=O)C[C@@H]1CC[C@H]2[C@@H](COC[C@@H](O)CN2CC2CCCC2)O1	1	0.8	-11	-2	23	7	nt	0.2
Nc1nc(Br)c2ccccc2c1-c1ccccc1	-4	1.8	-14	4	1	-26	-24	0.3
C[C@@H]1CN([C@H](C)CO)C(=O)Cc2cc(NS(=O)(=O)c3cn(C)cn3)ccc2O[C@@H]1CN(C)Cc1ccccc1	-1	0.5	-3	-5	6	-17	3	0.2
CO[C@H]1CN(C)C(=O)c2ccc(NS(=O)(=O)c3ccc(Cl)cc3)cc2OC[C@@H](C)NC[C@@H]1C	-3	0.2	-6	3	-7	nt	-1	0.1
Cc1cc(NC(=O)COC(=O)CC2CCCC2)c([N+](=O)[O-])cc1C	-8	0.0	-26	-2	14	1	1	0.1
